# CHOP inh: CHOP inhibition in unfolded protein response; CHO-K1 CHOP-promoter luciferase, tunicamycin-induced, 15-18 h; inhibition, % at 10 µM; actives 3.8% (n = 220,000); AID 2732;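 active means compounds that reduced the stress-induced luciferase reporter signal by more than about 70% of percent inhibition, limit read from the data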;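 further: 0% = tunicamycin plus vehicle and 100% = wells without tunicamycin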
# TRPML3 agonist: human mucolipin-3 channel agonism | Q8TDD5 | HEK293 TRPML3-YFP, Fluo-8 calcium fluorescence; 100% = the carbachol control signal | activation, % at 3 µM | actives 0.29% (n = 220,000) | AID 1448;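 active means activation above its plate's cutoff, the mean activation of the plate's test wells plus 3 SD, cut at about 12% in these data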;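 further: 0% = DMSO only wells and 100% = carbachol wells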
#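 Material: HEK293 cells stably carrying human TRPML3-YFP; compound dosing: single dose, 3 µM final nominal compound, 0.3% DMSO final; incubation: 1-h 37 °C dye load, 5-s basal, 120-s post-compound reads; technique: Fluo-8 intracellular calcium fluorescence, excitation 470-495 nm, emission 515-575 nm; read-out basis: percent activation from peak-to-basal fluorescence ratio, scaled between DMSO and carbachol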
# BaF3 parental: counter-screen for JAK2V617F inhibitors: parental Ba/F3 viability inhibitors | CellTiter-Glo ATP luminescence | inhibition, % at 5.6 µM | actives 1.1% (n = 220,000) | AID 1486;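 active means inhibition above a per-campaign cutoff, the mean inhibition of all tested compounds plus 3 SD, cut at about 27% in these data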;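 further: 0% = DMSO wells and 100% = JAK Inhibitor I control wells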
# PPC-1+TRAIL kill: PPC-1 cancer cell killing with TRAIL present. PPC-1 cells + TRAIL, ATPLite viability luminescence. cell killing (% activity), % at 4 µM. actives 0.41% (n = 220,000). AID 1443;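 active means cell killing above 50% in the first pass at 4 µM, then a duplicate retest at 5 µM averaging 50% or more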;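 further: plate controls were cells with TRAIL plus DMSO for no effect and medium-only wells lacking cells for full effect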
# Wee1 degr inh: blocks degradation of human Wee1 kinase; P30291; HeLa Luc-Wee1K328M stability, luciferase luminescence; 100% = proteasome inhibitor MG132 effect; reporter increase, % at 5 µM; actives 1.2% (n = 220,000); AID 1321;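 active means activation above the mean of all tested compounds plus 3 SD, set per screening run, cut at about 8.8% in these data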;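 further: cells exposed to compound for 20 h before luminescence read; 0% = DMSO alone and 100% = MG132 at 30 µM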
# Target sequence (P30291 whole entry K328M): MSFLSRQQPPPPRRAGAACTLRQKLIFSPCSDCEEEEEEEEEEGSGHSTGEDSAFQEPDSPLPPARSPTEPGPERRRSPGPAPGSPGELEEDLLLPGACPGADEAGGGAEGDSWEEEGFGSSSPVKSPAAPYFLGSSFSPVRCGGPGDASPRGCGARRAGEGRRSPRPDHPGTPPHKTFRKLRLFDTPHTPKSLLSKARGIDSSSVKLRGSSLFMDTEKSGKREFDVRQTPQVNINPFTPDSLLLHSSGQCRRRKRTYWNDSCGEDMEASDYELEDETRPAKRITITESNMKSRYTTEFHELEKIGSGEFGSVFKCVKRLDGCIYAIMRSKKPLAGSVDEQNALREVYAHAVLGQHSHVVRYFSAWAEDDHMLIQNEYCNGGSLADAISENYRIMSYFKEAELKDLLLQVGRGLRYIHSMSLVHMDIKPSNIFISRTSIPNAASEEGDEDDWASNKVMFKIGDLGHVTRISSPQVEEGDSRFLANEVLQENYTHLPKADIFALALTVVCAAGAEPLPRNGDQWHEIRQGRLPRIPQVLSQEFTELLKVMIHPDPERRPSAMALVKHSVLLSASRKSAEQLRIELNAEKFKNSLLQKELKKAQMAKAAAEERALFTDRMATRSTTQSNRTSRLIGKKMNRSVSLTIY
# TNF necrop inh: blocks TNF-alpha induced death of Jurkat FADD-/- cells; actives 0.068% (n = 220,000); activation (protection from cell death), % at 10 µM; Jurkat FADD-/- TNF necroptosis rescue, ATP luminescence, 24 h; 0 = TNF only, 100 = no-TNF cells;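 active means activation, meaning protection from cell death, of at least 50% relative to plate controls; inactive means activation below 50%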;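 further: necroptosis triggered by 40 ng/mL TNF-alpha added together with compound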
# RBBP9 inh: blocks human serine hydrolase RBBP9; recombinant RBBP9, FP-Rh probe fluorescence polarization; inhibition, % at 7.94 µM; actives 0.2% (n = 220,000); O75884;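 active means inhibition above the campaign mean of all tested compounds plus 3 SD, cut at about 14% in these data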;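 further: plate controls were DMSO wells with RBBP9 for no effect and wells lacking RBBP9 protein for full effect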
# Target sequence (O75884 whole entry, looked up): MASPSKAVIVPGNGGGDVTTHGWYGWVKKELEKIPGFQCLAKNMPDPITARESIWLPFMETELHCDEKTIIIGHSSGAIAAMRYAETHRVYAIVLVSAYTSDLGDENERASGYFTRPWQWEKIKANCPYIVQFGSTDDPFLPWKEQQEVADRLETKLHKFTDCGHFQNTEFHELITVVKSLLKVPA
#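 system = RBBP9 protein | input = RBBP9 at 2.5 µM in dispensed solution, before mixing | measured by = fluorescence polarization (mP), excitation 525 nm, emission 598 nm | incubation = enzyme-compound preincubation 30 min, then probe labeling 45 min, 25 °C | buffer or medium = Tris-NaCl-Pluronic buffer, pH 8.0 | compound = single dose 7.94 µM | also added = FP-Rh probe, 375 nM dispensing solution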
# TRPN1 ag: zebrafish TRPN1 (NompC) channel agonism; activation, % at 3 µM; AID 1424; actives 0.18% (n = 220,000); HEK293 zebrafish TRPN1-YFP, Fluo-8 calcium fluorescence; 100% = response to 87 µM carbachol;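 active means activation above its plate's cutoff, the mean activation of test wells on that plate plus 3 SD, cut at about 19% in these data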;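 further: 0% = DMSO alone and 100% = 87 µM carbachol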
#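 System: zebrafish TRPN1-YFP in HEK293 cells / Dosing: 3 µM single point / Timing: dye loading 1 h at 37 °C, then 30 min room temperature / Signal: Fluo-8 calcium fluorescence, excitation 470-495 nm, emission 515-575 nm / Read-out basis: percent activation from peak over basal fluorescence ratio, control-normalized / Control set: high carbachol 87 µM, low DMSO alone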
# Ba/F3 V617F tox: lowers viability of Ba/F3 cells expressing EpoR and JAK2V617F; ATP luminescence; inhibition, % at 5.6 µM; actives 1.1% (n = 220,000);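 active means inhibition above the campaign mean plus 3 SD over all tested compounds, cut at about 24% in these data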;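 further: cytokine-independent growth of Ba/F3 cells driven by EpoR plus mutant JAK2; 0% = DMSO-treated cells and 100% = JAK inhibitor I control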
# Starred values were filed as active, the others as inactive; . = no result given.
(1) CC1(C)CC(CNCCC(c2ccc(F)cc2)c2ccco2)CCO1 (centres undefined)
(2) Cc1ccc2nc(SCC(=O)N3CCN(C(=O)c4ccco4)CC3)[nH]c2c1
(3) COc1ccccc1-c1nnc(NC(=O)c2ccc(S(=O)(=O)N(C)C)cc2)o1
(4) CCC(C)NC(=O)Cn1cccc1C(=O)c1ccccc1 (centres undefined)
(5) O=C(CC1C(=O)NCCN1CC1CCCCC1)NCc1ccc(F)cc1F (centres undefined)
(6) CCOc1cccc(-c2nnc3sc(C4CCCCC4)nn23)c1
(7) N#CCOC(=O)c1c2c(nc3ccccc13)CCC2
(8) CCOC(=O)c1cc2c(nc1N)CC(C)(C)OC2

compound no.	1	2	3	4	5	6	7	8
CHOP inh	11	-7	85*	-12	1	56	10	-2
TRPML3 agonist	0.2	0.3	0.4	0.3	-0.2	-1.4	0.2	0.7
BaF3 parental	5	0	0	4	7	1	8	-2
PPC-1+TRAIL kill	26	4	-21	3	10	0	9	9
Wee1 degr inh	-2	-1	-3	4	-1	2	2	-2
TNF necrop inh	7.9	2.4	-0.4	-0.7	-1.2	1.3	0.8	-0.9
RBBP9 inh	-3	-8	8	5	0	-5	-4	0
TRPN1 ag	-0.4	-0.2	0.9	1.0	-0.9	-1.9	0.1	2.0
Ba/F3 V617F tox	-1	-3	1	1	4	-5	1	-3

# Four compounds from above, showing only BaF3 parental and PPC-1+TRAIL kill.
item	smiles	BaF3 parental	PPC-1+TRAIL kill
8	CCOC(=O)c1cc2c(nc1N)CC(C)(C)OC2	-2	9
4	CCC(C)NC(=O)Cn1cccc1C(=O)c1ccccc1 (centres undefined)	4	3
3	COc1ccccc1-c1nnc(NC(=O)c2ccc(S(=O)(=O)N(C)C)cc2)o1	0	-21
6	CCOc1cccc(-c2nnc3sc(C4CCCCC4)nn23)c1	1	0

# (next part)
(9) C[C@@H]1CN(C(=O)c2nc3ccc(Cl)cn3c2CN2CCc3sccc3C2)C[C@H](C)O1
(10) O=C1/C(=C/c2cccs2)N=C(c2cccs2)N1Nc1ccccc1
(11) CCCn1ncc(CN2CCC(CO)(CC3CCCCO3)CC2)c1C (centres undefined)
(12) CCN(CCO)Cc1cc(=O)oc2cc3c(cc12)CCC3
(13) CCN(C(=O)Cn1c(=O)oc2ccccc21)c1cccc(C(F)(F)F)c1
(14) Nc1ccccc1C#Cc1ccccc1
(15) [O-][n+]1c2c(nn1-c1ccc(Cl)c(Cl)c1)-c1nonc1CC2
(16) O=C(Nc1ccc(CN2CCOCC2)cc1)c1ccc(N2CCCC2)c([N+](=O)[O-])c1

compound no.	9	10	11	12	13	14	15	16
CHOP inh	18	94*	37	12	3	14	-1	24
TRPML3 agonist	0.4	0.2	0.9	0.9	0.3	-0.1	0.0	1.9
BaF3 parental	4	6	1	5	3	35*	-1	10
PPC-1+TRAIL kill	16	-10	11	11	-5	10	-7	-7
Wee1 degr inh	2	-1	2	-2	-2	-2	5	1
TNF necrop inh	0.6	-0.6	-0.1	0.4	-1.0	-18	1.2	-0.4
RBBP9 inh	-9	-11	4	5	-5	-4	1	-8
TRPN1 ag	-0.6	-0.3	-0.1	0.5	-0.2	-2.2	-0.2	0.7
Ba/F3 V617F tox	-2	-1	-3	-2	2	14	-6	0

# Values in list order from above:
# Compounds 10 to 13 in TRPN1 ag: -0.3, -0.1, 0.5, -0.2
# Compounds 10 to 13 in PPC-1+TRAIL kill: -10, 11, 11, -5

# Carrying on.
(17) O=C(Oc1ccc(-c2cnc3ccccc3n2)cc1)c1ccc(Cl)c([N+](=O)[O-])c1
(18) Cc1cc(C)c(C#N)c(SCC(=O)C2CC2)n1
(19) O=C(CCS(=O)(=O)Cc1ccccc1F)NCc1ccccc1Cl
(20) Nc1cc(S(=O)(=O)Nc2ccc(Cl)cc2)ccc1N1CCOCC1
(21) COc1ccccc1NC(=S)NCCSc1ccc(C)cc1
(22) CC1SCC(=O)N(CC(=O)NCc2ccccc2)C1=O (centres undefined)
(23) CC(/C=N\N1CCN(Cc2ccc(C)cc2)CC1)=C\c1ccccc1
(24) CCc1ccccc1NC(=O)N[C@@H](C)C(=O)O

compound no.	17	18	19	20	21	22	23	24
CHOP inh	-28	8	-5	39	34	-1	26	32
TRPML3 agonist	0.0	0.6	-0.1	4.8	-0.7	0.0	0.8	1.1
BaF3 parental	-4	-1	1	21	7	1	4	9
PPC-1+TRAIL kill	-4	12	13	-5	-1	12	20	-3
Wee1 degr inh	-2	-1	7	-1	1	-3	4	4
TNF necrop inh	-0.3	1.7	1.3	-8.4	-4.7	2.1	1.0	1.1
RBBP9 inh	-4	8	-9	-1	-6	-8	-3	4
TRPN1 ag	-0.2	-1.0	-0.7	12	-0.8	0.1	-0.4	1.1
Ba/F3 V617F tox	-4	-3	1	21	0	1	-1	6

(25) COc1ccccc1NC(=O)CSc1nc2ccccc2cc1Cc1ccccc1
(26) COc1ccc(-c2cc(N3C(=O)Nc4ccccc4N3O)n[nH]2)cc1OC
(27) Cc1ccc(C(=O)Nc2cccc(C(=O)O)c2)cc1S(=O)(=O)N1CCOCC1
(28) Cc1cc(C)n(-c2cc(N3CCOCC3)ncn2)n1
(29) CCCc1nc2sc3c(c2c(=O)n1NC(=O)CCC(=O)O)CCCC3
(30) CCOc1cc(C(=O)OCC(=O)Nc2ccc(SC(F)F)cc2)cc(OCC)c1OCC
(31) N#Cc1c(-c2ccccc2)cc(C2CC2)nc1N
(32) COc1ccc2cc(C(=O)NCc3ccccc3)c(=Nc3ccc(C(=O)O)cc3)oc2c1

compound no.	25	26	27	28	29	30	31	32
CHOP inh	37	0	16	6	14	38	25	46
TRPML3 agonist	-0.1	1.1	0.5	0.5	0.9	1.4	8.3	-0.6
BaF3 parental	6	-2	3	6	4	-1	6	5
PPC-1+TRAIL kill	-9	7	4	.	14	-9	24	4
Wee1 degr inh	-1	2	-1	0	-4	1	-1	2
TNF necrop inh	-0.1	1.7	-0.6	-0.2	-1.5	0.9	1.5	1.9
RBBP9 inh	-5	1	-6	-2	5	-4	-2	-9
TRPN1 ag	-0.1	-1.4	-0.1	-0.2	-0.1	0.7	-0.6	1.2
Ba/F3 V617F tox	7	-2	-1	4	1	-6	-2	-2

# Compound profiles (already shown).
# Listed for `O=C1/C(=C/c2cccs2)N=C(c2cccs2)N1Nc1ccccc1` → CHOP inh: 94*; TRPML3 agonist: 0.2; BaF3 parental: 6; PPC-1+TRAIL kill: -10; Wee1 degr inh: -1; TNF necrop inh: -0.6; RBBP9 inh: -11; TRPN1 ag: -0.3; Ba/F3 V617F tox: -1
# Listed for `CCOc1cc(C(=O)OCC(=O)Nc2ccc(SC(F)F)cc2)cc(OCC)c1OCC` → CHOP inh: 38; TRPML3 agonist: 1.4; BaF3 parental: -1; PPC-1+TRAIL kill: -9; Wee1 degr inh: 1; TNF necrop inh: 0.9; RBBP9 inh: -4; TRPN1 ag: 0.7; Ba/F3 V617F tox: -6

# Carrying on.
(33) CCOC(=O)c1ccc(NC(=O)COc2ccc(S(=O)(=O)NC(C)C)cc2)cc1
(34) Cc1cccc(CSc2nnc([C@@H]3CCCN3C(=O)OC(C)(C)C)o2)c1
(35) COc1ccc(Cn2nnnc2C(c2cc3cc(C)ccc3[nH]c2=O)N2CCOCC2)cc1 (centres undefined)
(36) COCCN(C(=O)CNC(=O)c1cccs1)C(C(=O)NC1CCCC1)c1cccs1 (centres undefined)
(37) Cc1ccccc1C(=O)NNC(=O)CSc1nc2ccccc2c(=O)[nH]1
(38) CCOC(=O)c1cccnc1SC(CC)C(=O)NCc1ccco1 (centres undefined)
(39) O=C(Nc1ccccc1C(F)(F)F)c1ccc(F)c(S(=O)(=O)N2CCOCC2)c1
(40) CC(C)COC(=O)N1CCCC1C(=O)Nc1nccs1 (centres undefined)

compound no.	33	34	35	36	37	38	39	40
CHOP inh	42	12	3	-18	1	37	-36	9
TRPML3 agonist	1.8	-0.4	0.9	0.6	0.6	-0.5	0.9	0.9
BaF3 parental	5	-1	1	5	1	0	0	2
PPC-1+TRAIL kill	47	4	14	16	-3	-11	3	21
Wee1 degr inh	-1	0	0	9.8*	-1	0	-3	0
TNF necrop inh	-1.4	0.6	-3.8	-1.3	2.0	-0.8	-1.8	-0.9
RBBP9 inh	-9	-8	-10	-10	-2	-9	-10	-6
TRPN1 ag	4.7	0.2	-0.1	0.1	-0.5	-1.9	1.5	0.5
Ba/F3 V617F tox	4	1	-2	-1	0	-2	-3	-3

(41) CCC(=O)OCc1cc2cccc(C)c2[nH]c1=O
(42) CC(C)Oc1cccc(C(=O)C2CCCN(C(=O)CCn3cnnn3)C2)c1 (centres undefined)
(43) O=C(Nc1ccccc1NC(=O)c1csnn1)c1csnn1
(44) CC(C)CC(NC(=O)c1ccc(Cl)cc1)C(=O)OCC(=O)c1ccc2c(c1)NC(=O)CO2 (centres undefined)
(45) N#CC1=C(N)NC(SCC(=O)c2ccccc2)=C(C#N)C12CCCC2
(46) CC1CCCCC1NCc1cccc([N+](=O)[O-])c1 (centres undefined)
(47) CC(C)(C)C(=O)Nc1nc(C2CCCN2S(=O)(=O)c2ccc(Cl)cc2)cs1 (centres undefined)
(48) Cc1ccc(Cl)cc1N1CCN(C(=O)C2CCN(S(C)(=O)=O)CC2)CC1
(49) O=[N+]([O-])c1cccc(/C=N/n2c(COc3ccccc3)n[nH]c2=S)c1
(50) COc1ccc2cc3cc(C(=O)N4CCN(c5ccccc5)CC4)oc3nc2c1
(51) Cc1ccccc1NC(=O)c1cc(S(=O)(=O)c2ccccc2)ccc1Cl

compound no.	41	42	43	44	45	46	47	48	49	50	51
CHOP inh	26	-7	-11	107*	-3	-17	21	21	39	32	16
TRPML3 agonist	0.8	0.5	0.5	0.5	0.5	0.5	1.9	1.3	0.1	0.6	-1.0
BaF3 parental	-1	2	6	2	7	4	4	10	6	3	5
PPC-1+TRAIL kill	8	-1	-14	-6	21	11	20	-7	26	-8	19
Wee1 degr inh	-1	1	-3	0	0	2	3	-1	3	1	-2
TNF necrop inh	0.5	0.7	-1.0	-0.6	-0.3	1.8	0.7	-1.8	-3.3	-0.4	-0.1
RBBP9 inh	-2	-6	-2	-9	-5	-2	0	-8	0	-3	-3
TRPN1 ag	1.7	0.5	-1.5	-0.1	2.4	0.5	0.7	0.3	-1.7	-0.2	-0.9
Ba/F3 V617F tox	-1	0	2	2	3	-3	-2	0	0	-1	-1
